Rat MKP-3 inhibitors = MKP-3 phosphatase inhibitors, primary screen, biochemical, rat enzyme, in vitro (AID 425). Dual specificity protein phosphatase 6 (Rattus norvegicus). recombinant MKP-3 phosphatase activity, fluorescence; higher % means a stronger effect. inhibition, % at 20 µM, or IC50 in µM where a hit was titrated. 110,000 compounds, 0.17% hits; in the data active = inhibition above about 50%;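 also: plate controls were vehicle for no effect and reference inhibitor for full effect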
Hsp70 inhibitors = Hsp70 inhibitors, probe displacement, primary screen, biochemical, fluorescence polarization (AID 583); Heat shock 70 kDa protein 1A (Homo sapiens); Hsp70 fluorescence polarization probe displacement, mP; higher % means a stronger effect; displacement, % at 20 µM; hits with a dose series show IC50 in µM; 140,000 compounds, 0.06% hits; in the data active = displacement above about 50%;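 also: plate controls were vehicle for no effect and reference ligand for full effect; a part of the inactive calls stands beside numbers as strong as those of hits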
Starred values were filed as active, the others as inactive; . = not tested or not shown; & = joins results of further samples. These rows are one share of the data; count on the stated rates, not on these rows.

Rat MKP-3 inhibitors	Hsp70 inhibitors	mol
3.7%	1.1%	O=C(Nc1nc(-c2ccccc2)cs1)C1CC2CCC1C2 (centres undefined)
-0.5%	.	COC(=O)CCC(=O)Oc1ccc(OC(=O)CCC(=O)OC)cc1
-0.1%	-3.9%	Cc1c(C(=O)OC(C)C)[nH]c2c1C(=O)CCC2
-8.1%	7.4%	COCc1cc(C)nc(SCC(=O)c2ccc(O)c(O)c2)c1C#N
0.5%	5.5%	Cc1cc(Nc2ccc([N+](=O)[O-])cc2)nc(-c2ccccc2O)n1
-5.0%	4.3%	CC(c1cccnc1)N(CCN(C)C)C(=O)Nc1ccc(Cl)c(Cl)c1 (centres undefined)
-2.9%	2.0%	Cc1cc(Cl)ccc1OCC(=O)NCC1CCCO1 (centres undefined)
-11.3%	2.3%	O=C(NC1CCN(Cc2ccccc2)CC1)C1CCN(c2nnc(-n3cccc3)s2)CC1
3.8%	-3.9%	COc1cccc(CN2CCN(Cc3c[nH]c4ccccc34)CC2)c1OC
0.4%	-1.5%	CC(C)(C)NC(=O)c1ccc(NC(=O)C(C)(C)C)cc1
1.9%	-5.0%	CCC(=O)Nc1ccc(-c2nc3cc(Cl)ccc3o2)cc1
0.0%	7.0%	COc1cc(NC(=O)C2CCCO2)c(C(=O)O)cc1OC (centres undefined)
.	3.6%	CCOc1ccccc1CNCCO
-12.1%	0.0%	CCn1nnc(-c2ccccc2NC(=O)c2cc(OC)cc(OC)c2)n1
-5.6%	2.3%	COC(=O)c1cc(NC(=O)COc2ccc(Cl)cc2C)cc(C(=O)OC)c1
-8.1%	5.8%	Cn1c(=O)c2c(ncn2CC(=O)OCc2ccccc2)n(C)c1=O
-8.4%&0.0%	-3.5%	Fc1cc(F)c(F)c(SCCc2ccncc2)c1F
-5.2%	-1.0%	O=C(c1cc(-c2ccccc2O)on1)N1CCCC1
-0.1%	0.1%	CCOC(=O)C(C)N(c1ccc(OC)cc1)S(C)(=O)=O (centres undefined)
-4.1%	-3.9%	CCN1CCN(Cc2ccc(NC(=O)Nc3ccccc3)cc2)CC1
2.4%	0.7%	CCCCCC1C(CC(=O)OC)CCC1NCCN(C)C (centres undefined)
-0.9%	4.9%	CC(C)C(OC(=O)c1ccco1)C(=O)NCc1ccco1 (centres undefined)
-1.3%	3.2%&-4.9%	CCC(C)N=CC1=C(O)C(C(=O)OC)C(C)(C)CC1=O (centres undefined)
-3.2%	0.8%	CCCCC(=O)NC(Nc1nc(C2CC2)cs1)(C(=O)OCC)C(F)(F)F (centres undefined)
3.4%	-5.6%	Cc1ccc(/C=C/C(=O)NCCCN2CCOCC2)o1
-18.1%	0.0%	COc1ccccc1N1CCN(C(=O)c2ccc(C(C)(C)C)cc2)CC1
0.1%	1.0%	COC(=O)CSc1nc(C2CC2)cc(C(F)(F)F)c1C#N
0.4%&4.3%	-1.2%&-2.5%	CC1(C(=O)O)CCC(C(=O)Nc2ccc(S(N)(=O)=O)cc2)C1(C)C (centres undefined)
-7.6%	3.4%	COc1ccc(-c2nc(N)n[nH]2)cc1OC
2.0%	1.5%	CCOc1ccccc1NC(=O)c1c(NC(=O)C(C)Oc2cccc(Cl)c2)sc2c1CCC2 (centres undefined)
-9.2%	5.7%	CCN(CC)C(=O)CSc1nnc(-c2cc3ccccc3cc2O)n1CC
-16.8%	1.0%	CCOc1ccc(OCc2ccc(C(=O)NCC3CCCO3)o2)cc1 (centres undefined)
.	4.5%	COC(=O)c1ccc(CSc2nc3ccccc3c(=O)n2-c2ccccc2)o1
-1.8%	0.4%	CCN(CC)CCC(=O)c1ccc(O)cc1
-6.1%	2.3%	COc1cccc(C(c2sc3nc(C)nn3c2O)N2CCc3ccccc3C2)c1 (centres undefined)
7.6%	-2.8%	COc1cc(Br)cc(/C=N/NC(=O)COc2cccc(Cl)c2)c1O
2.9%	-3.4%	O=C(COc1ccc(Br)cc1)Nc1ccc2oc(-c3cccnc3)nc2c1
2.5%	-4.8%	CCCc1cc(N2CCCC(C(=O)Nc3c(OC)cccc3OC)C2)n2ncnc2n1 (centres undefined)
-13.5%	-5.8%	CS(=O)(=O)CCC(C(=O)N1CCOCC1)N1C(=O)c2cc(Cl)c(Cl)cc2C1=O (centres undefined)
-12.3%	2.3%	Cc1ccc(CNC(=O)c2cc3c(=O)n4cccc(C)c4nc3n(CC3CCCO3)c2=N)cc1 (centres undefined)
-2.1%	-1.7%	O=C(N/N=C/c1ccc(Cl)cc1Cl)c1cc(O)cc(O)c1
-0.6%	2.7%	O=C(NCc1ccco1)C1CCN(c2ccc(N3CCOCC3)nn2)CC1
7.6%	-0.3%	O=C1Nc2ccccc2/C1=N\N=C\c1c(F)cccc1Cl
-3.0%	-3.9%	Cc1ccc(CCSCC(=O)O)cn1
-14.5%	1.1%	CC1=CC(C)(C)Nc2ccc(OC(=O)c3ccco3)cc21
0.5%	-2.2%	COc1ccc(S(=O)(=O)N(Cc2cccs2)C2CCCC2)cc1
5.6%	9.3%	CCOC(=O)C1CCN(C(=O)c2cccc(C(=O)N3CCC(C(=O)OCC)CC3)c2)CC1
0.9%	3.2%	CC(C)CCN1C(=O)CCC1(C)C(=O)NC1CCCCCC1 (centres undefined)
2.8%	2.3%	O=C(CCCOc1ccccc1)Nc1ccccc1[N+](=O)[O-]
-23.6%	-2.3%	O=C1NCC(Cn2c3ccccc3c3ccccc32)O1 (centres undefined)
-4.1%	-3.5%	CCCCC(=O)Nc1sc2c(c1C(N)=O)CCC2
-2.9%	-1.9%	O=C(NCc1ccco1)c1cccc2ccccc12
-3.8%	-1.3%	N#Cc1c(NC(=O)c2cc(-n3cnnc3)ccc2Cl)sc2c1CCCC2
-7.7%	3.3%	Cn1c(SCc2ccc(Br)cc2)nnc1-c1cccs1
3.2%	-2.5%	COc1cccc(CN2CCN(S(=O)(=O)c3ccccc3)CC2)c1
1.0%	-1.5%	CC(=O)N1CCN(S(=O)(=O)c2cccc(C(=O)Nc3ccc4c(c3)CCC4)c2)CC1
4.1%	-0.6%	COc1ccc(Br)cc1/C=C\C(=O)Nc1cc(C(F)(F)F)ccc1Cl
-8.9%	-2.7%	Cc1ccc(Cn2nnc3c(=O)n(CC(=O)N4CCCCC4)cnc32)cc1
-3.5%	1.2%	O=C(CCCn1c(=S)[nH]c2cc3c(cc2c1=O)OCO3)N1CCN(c2ncccn2)CC1
0.5%	-2.7%	O=C(NC(=S)Nc1ccc(N2CCOCC2)cc1)c1ccc(Cl)cc1

Continuation.
Rat MKP-3 inhibitors	Hsp70 inhibitors	mol
-9.7%	-0.8%	COc1cccc(C2C(C(=O)Nc3cccnc3)=C(C)Nc3nnnn32)c1OC (centres undefined)
-6.0%	-0.8%	COc1cccc(/C=C2\N=C(SC)SC2=O)c1OC
-9.6%	6.7%	O=C1CC(c2ccco2)=Nc2ccccc2N1
3.5%	-7.2%	COc1ccc(/C(O)=C2/C(=O)C(=O)N(CCCCCC(=O)O)C2c2ccccc2)cc1 (centres undefined)
4.1%	-5.6%	COc1ccc(NC(=O)/C=C/c2ccc3c(c2)OCO3)c([N+](=O)[O-])c1
-4.7%	0.4%	CCCc1ccccc1OCCNC(C)=O
.	1.1%	CN1CCN(C(=S)Nc2ccc(Cl)cc2Cl)CC1
.	6.1%	CCOCCN1CCN(c2c(CC)c(C)nc3cc(-c4cc(OC)cc(OC)c4)nn23)CC1
-0.2%	0.9%	COc1ccc(C(O)Cc2nc3ccccc3n2C)cc1 (centres undefined)
.	-1.0%	CSC1=NC2C(N1)N(C)C(=O)N2C (centres undefined)
-14.4%	-0.6%	COc1cc(-c2nnc(SCC(=O)OC3CCCCC3)o2)cc(OC)c1OC
2.2%	-6.4%	CO/N=C(/c1nonc1N)N1CCN(c2ccc([N+](=O)[O-])cc2)CC1
-6.5%	0.8%	CC1=C(C#N)C(=O)N(C)C(C)(C)C1
0.6%	1.7%	O=C1NC(=O)/C(=C/c2ccccc2OCc2ccccc2Cl)S1
-3.3%	6.4%	O=C(CN(c1cccc(Br)c1)S(=O)(=O)c1ccccc1)N1CCOCC1
-3.5%	-9.6%	Cc1cccc(NC(=O)CCn2nc(C)cc2C)c1
8.2%	6.7%	O=C(COc1ccc(Cl)cc1)OCC(=O)N1CCCCCC1
.	-2.4%	CC(C)OC(=O)c1c(NC(=O)c2ccco2)sc2c1CCCCC2
-0.4%	2.4%	NC(=O)c1ccc(Oc2ccc([N+](=O)[O-])cc2)cc1
3.5%	2.3%	CC(=O)Nc1cc2nn(-c3ccc(C)cc3)nc2cc1C
1.7%	3.9%	COc1ccc(N2C(=O)NC(=O)/C(=C\c3cc(I)c(OC)c(OC)c3)C2=O)cc1
-0.1%	1.3%	COc1ccc(S(=O)(=O)Cc2ccc(C(=O)NC(C)C)o2)cc1
.	-2.9%	CCOC(=O)c1oc2ccccc2c1CN1CCN(C)CC1
.	-3.4%	COc1ccc([C@H]2[C@@H](C#N)[C@H](C#N)N3CCCN23)cc1
-6.3%	10.9%	C#CCOC(=O)C1C2C=CC(C2)C1C(=O)O (centres undefined)
-0.7%	3.9%	CCC(C)Sc1nc2c(c(=O)[nH]c(=O)n2C)n1Cc1ccccc1Cl (centres undefined)
-0.9%	-5.0%	CC(=O)Oc1ccc(C(=O)Nc2cccc(C(=O)O)c2)cc1
.	-1.4%	CCOC(=O)c1[nH]c2ccc(Br)cc2c1NC(=O)CCN1CCC(C)CC1
4.6%	3.8%	O=C(NCCc1ccc(Cl)cc1)c1cnc2n(c1=O)CCS2
5.5%	-9.7%	O=C(COc1ccccc1[N+](=O)[O-])Nc1ccc(-c2nc3cc(Cl)ccc3o2)cc1
-0.4%	1.0%	COc1ccccc1OCC(=O)Nc1ccc(N(C)C)cc1
0.5%	1.3%	Cc1ccc(N2CCCn3c2nc2c3c(=O)n(CC(=O)OCc3ccccc3)c(=O)n2C)cc1C
.	5.4%	CCOC(=O)c1c(NC(=O)Nc2ccc(Cl)cc2)sc(C)c1C
-14.3%	-3.0%	CCC(C(=O)NC1CCCC1)N(C(=O)Cn1nnc(-c2ccc(C)o2)n1)C(C)(C)C (centres undefined)
0.3%	7.9%	O=C(NCc1ccco1)c1ccc(CS(=O)(=O)c2cccc(C(F)(F)F)c2)o1
-1.1%	1.7%	COc1ccccc1/C=C1/SC(=S)N(Cc2ccccc2)C1=O

Shown with values under each structure: 3 of the compounds above
Below each compound – Rat MKP-3 inhibitors | Hsp70 inhibitors
Cc1cc(Nc2ccc([N+](=O)[O-])cc2)nc(-c2ccccc2O)n1
 : 0.5% | 5.5%
CC(c1cccnc1)N(CCN(C)C)C(=O)Nc1ccc(Cl)c(Cl)c1 (centres undefined)
 : -5.0% | 4.3%
Cc1cc(Cl)ccc1OCC(=O)NCC1CCCO1 (centres undefined)
 : -2.9% | 2.0%

Continuation:
Rat MKP-3 inhibitors	Hsp70 inhibitors	mol
.	-2.1%	O=C(Nc1nc(SCc2ccc(F)cc2)ns1)c1ccco1
-0.7%	3.9%	Cc1cc(Cl)c2c(c1)[C@]1(C(=O)N2)[C@@H]2C(=O)N(Cc3ccccc3)C(=O)[C@@H]2[C@@H]2CCCN21
5.0%	-0.6%	CCOC(=O)CSc1nnc(CNC(=O)c2cccs2)n1CCc1ccccc1
1.6%	2.0%	CCCCC(=O)N(c1ccc(OC)cc1)C1C=CS(=O)(=O)C1 (centres undefined)
-8.8%	-2.7%	Cc1cc(Cl)cc(Br)c1OCCCCn1cncn1
-7.7%	4.3%	O=C(NC12CC3CC(CC(C3)C1)C2)N1CCN(c2ccccn2)CC1
2.1%	4.5%	CCc1c(C)nc2c(OC)cccc2c1Cl
4.1%	6.4%	CCCOC(=O)c1ccc(OCC(O)Cn2c(C)nc3ccccc32)cc1 (centres undefined)
-9.2%	3.2%	CNS(=O)(=O)c1cccc(C(=O)OCC(=O)Nc2ccccc2OC(F)F)c1
-13.3%	-1.1%	COC(=O)c1[nH]c2ccccc2c1NS(=O)(=O)c1ccc(F)c(C)c1
.	-3.1%	COc1ccccc1NC(=O)CSc1nc(C)c2c(c1C#N)CCCC2
.	9.8%	COc1cccc(-c2nnn(CCc3nn[nH]n3)n2)c1
-4.2%	1.3%	O=C(Cn1c(=O)n(-c2ccccc2)c(=O)n1CC(=O)N1CCCCC1)N1CCCCC1
-3.5%	-3.2%	CCOC(=O)Nc1ccc2c(c1)N(C(=O)OCCN(C)C)c1ccccc1CC2
-6.9%	5.0%	O=C(NCCCn1ccnc1)c1ccc(Cl)c(S(=O)(=O)N2CCOCC2)c1
6.5%	2.1%	COc1ccc(OC)c(S(=O)(=O)N2CCC(C(=O)Nc3cccc(C(F)(F)F)c3)CC2)c1
1.0%	18.6%	O=C1NC(=S)N(c2ccccc2)C(=O)/C1=C/c1ccc(Cl)cc1Cl
6.3%	-3.7%	Cc1cc(F)ccc1S(=O)(=O)Nc1c(C)n(C)n(-c2ccccc2)c1=O

Entries of single compounds, quoted from the list. Screens in order: Rat MKP-3 inhibitors | Hsp70 inhibitors
COc1cccc(C(c2sc3nc(C)nn3c2O)N2CCc3ccccc3C2)c1 (centres undefined) is entered as -6.1% | 2.3%
Cc1ccc(CCSCC(=O)O)cn1 is entered as -3.0% | -3.9%
COC(=O)CSc1nc(C2CC2)cc(C(F)(F)F)c1C#N is entered as 0.1% | 1.0%
O=C(Nc1nc(-c2ccccc2)cs1)C1CC2CCC1C2 (centres undefined) is entered as 3.7% | 1.1%
CCCOC(=O)c1ccc(OCC(O)Cn2c(C)nc3ccccc32)cc1 (centres undefined) is entered as 4.1% | 6.4%
